AID inh: Primary qHTS assay for inhibitors of Activation Induced Cytidine Deaminase (AID): AID signal | actives 0.32% (n = 91,000) | Potency, µM (top dose mostly 115 µM), without a hit: at the top dose activity change, negative = inhibition, most hits filed as inhibitors | Single-stranded DNA cytosine deaminase (Homo sapiens), Q9GZX7 | AID deamination FRET fluorescence, UDG-coupled, 4 h; further: nearly all actives have a fitted effect of over 25% in size
Target sequence (Q9GZX7 whole entry, looked up): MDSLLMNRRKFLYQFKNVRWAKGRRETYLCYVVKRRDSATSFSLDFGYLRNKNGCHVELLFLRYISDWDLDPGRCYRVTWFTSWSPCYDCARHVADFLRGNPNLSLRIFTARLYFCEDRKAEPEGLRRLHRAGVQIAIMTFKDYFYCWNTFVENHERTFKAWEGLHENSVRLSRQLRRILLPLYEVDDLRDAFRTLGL
UDG counterscr: Primary qHTS assay for inhibitors of Activation Induced Cytidine Deaminase (AID): UDG Counterscreen signal; Uracil-DNA glycosylase; FRET deamination/UDG coupled assay, UDG read, 4 h; Potency, µM (series often up to 115 µM), inactives show at the highest dose activity change, negative = inhibition, usual class: inhibitors; actives 0.14% (n = 91,000); AID 1347430, 2020; further: nearly all actives have a fitted effect of over 65% in size
* = called active by the depositor; u = inconclusive; & = joins results of further samples; [ ] = another dose, or the depositor's remark. The call rests on the fitted dose curve; in most records, active means well fitted curve in the direction sought with a large enough effect; inconclusive means small, poorly fitted or top-dose-only effect, or another doubt; inactive means no such curve, though single readings can be large; an effect the other way counts as inactive or inconclusive. On the % scale 0 is the no-effect control and ±100 the full control effect; potency means the concentration at half of the fitted maximal effect. These rows are one share of the data. The share of hits here may be higher or lower than overall.

SMILES	AID inh	UDG counterscr
O=C(c1cc2cc(Br)ccc2o1)c1cc(F)ccc1F	2%	2%
Cc1cc(C)c2c(CC(=O)N3CCN(c4cccc(Cl)c4)CC3)coc2c1	u	2%
Cc1ccc(NC(=O)Cn2cc3c(n2)CCCC3)c(Cl)c1	0%	0%
CC(=O)c1ccc(N2CCN(C(=O)CCc3ncc(-c4c(F)cccc4F)o3)CC2)cc1	-15%	-1%
CCC(CN)Cc1ccccc1 (configuration not stated)	3%	3%
CC(=O)Nc1cc(-c2nc3ccc(C)cc3o2)ccc1Cl	10%	4%
COc1ccc(/C=C(/C#N)C(=O)Nc2ccccc2C(=O)O)cc1OC	9%	10%
O=C(c1cc(-c2ccc(Br)cc2)n[nH]1)N1CCN(S(=O)(=O)c2ccc(Br)s2)CC1	0%	-2%
CN1CCN(c2nc(-c3cn(CCC#N)c4ccccc34)cs2)CC1	37%[activator]	-12%
O=C(O)CCc1ccc(S(=O)(=O)Nc2cccc3c2CCCC3)cc1	2%	-3%
COC(=O)c1cccc(NC(=O)COc2ccc3c(C)cc(=O)oc3c2)c1	-5%	6%
CNS(=O)(=O)c1ccc(NC(=O)c2cnn3c(C(F)F)cc(-c4ccccc4)nc23)cc1	14%	-7%
O=C(NCCc1ccccc1)c1ccc2c(c1)N(Cc1ccccc1)C(=O)c1ccccc1S2(=O)=O	-8%	-8%
Cc1ccc(-n2nc(C)c(C(=O)N3CCc4ccccc4C3)c2-n2cccc2)cc1	u	-4%
COc1ccc(C(=O)NCC(c2cccnc2)N2CCc3ccccc32)cc1OC (configuration not stated)	u	-6%
CCOCCCNc1nc2c(c(=O)[nH]c(=O)n2C)n1CCC(C)C	6%	0%
COC(=O)c1ccccc1SCC(=O)Nc1cccc2c(=O)[nH][nH]c(=O)c12	-3%	4%
COc1cc(NS(=O)(=O)c2ccc(-c3cnc(C4CC4)o3)cc2)cc(OC)c1	-3%	3%
COc1cc2c(=O)n(CCC(=O)NCC3CCCO3)c(=O)n(CC(=O)Nc3c(C)cccc3C)c2cc1OC (configuration not stated)	11%	-4%
O=C1CC(c2nnc(Cc3c(F)cccc3Cl)o2)CN1c1ccccc1 (configuration not stated)	-4%	-4%

Quoted from the listing.
UDG counterscr with COC(=O)c1ccccc1SCC(=O)Nc1cccc2c(=O)[nH][nH]c(=O)c12 stands at 4%
UDG counterscr with CNS(=O)(=O)c1ccc(NC(=O)c2cnn3c(C(F)F)cc(-c4ccccc4)nc23)cc1 stands at -7%
UDG counterscr with O=C1CC(c2nnc(Cc3c(F)cccc3Cl)o2)CN1c1ccccc1 (configuration not stated) stands at -4%
AID inh with COc1cc2c(=O)n(CCC(=O)NCC3CCCO3)c(=O)n(CC(=O)Nc3c(C)cccc3C)c2cc1OC (configuration not stated) stands at 11%

Carrying on.
SMILES	AID inh	UDG counterscr
COc1ccc(OCC(=O)Nc2ccc3c(c2)nc(CCn2nc(C)cc2C)n3C)cc1	-2%	-6%
CCCC(C)NC(=O)c1cnn(-c2ccccc2F)c1-n1cccc1 (configuration not stated)	-11%	7%
CNCCCCOc1ccc(Cc2ccccc2)cc1	-2%	0%
COc1cccc(CNC(=O)c2cc3c(=O)oc4ccc(C)cc4c3s2)c1	11%	8%
COc1ccc2oc(=O)c(C(=O)NCCc3c(C)[nH]c4ccc(F)cc34)cc2c1	8%	12%
COc1cc(/C=C/c2nc(C#N)c(N3CCCC3)o2)cc(OC)c1OC	4%	3%
CC1=C(c2ccc(C)cc2)S(=O)(=O)N(Cc2ccc(C(=O)Nc3ccc(C)c(F)c3)cc2)C1=O	5%	-10%
O=C(Nc1c(C(=O)N2CCN(c3ccccc3)CC2)oc2ccccc12)c1ccccc1F	8%	1%
Cc1oc2cc(OCC(=O)Nc3nccs3)ccc2c(=O)c1-c1ccc(Cl)cc1	-9%	0%
N#CCc1nc(-c2ccc3c(c2)OCCO3)cs1	33%[activator]	u

Structural class: the entries above with a thiophene ring, fused or not
SMILES	AID inh	UDG counterscr
O=C(c1cc(-c2ccc(Br)cc2)n[nH]1)N1CCN(S(=O)(=O)c2ccc(Br)s2)CC1	0%	-2%
COc1cccc(CNC(=O)c2cc3c(=O)oc4ccc(C)cc4c3s2)c1	11%	8%

More records
SMILES	AID inh	UDG counterscr
Cc1cccc(NC(=O)CSc2nc(-c3cccs3)cc(C(F)(F)F)c2C#N)c1C	11%	-24%
COc1ccc(C2=C(N3CCN(c4cccc(C)c4)C(C)C3)c3ccccc3C2=O)cc1 (configuration not stated)	u	u
CCn1c(C)cc(-c2csc(NCc3ccccc3OC)n2)c1C	46%[activator]	-2%
O=C(CCC1CCCC1)N1CCN(C(=O)c2cc(=O)c3ccccc3o2)CC1	-2%	-2%
COc1cccc(-n2ccn(CC(=O)c3ccc(F)cc3)c(=O)c2=O)c1	18%	-2%[57.5 µM]
CCOc1ccc(C(=O)Nc2ccc3oc(-c4ccc(Br)cc4)nc3c2)cc1	9%	-6%[57.5 µM]
CCN(CC)CCN(C(=O)c1ccco1)c1nc2ccc(Cl)cc2s1	5%	-14%[57.5 µM]
FC(F)(F)c1ccc(=S)[nH]c1	5%	2%
CCOc1cc(C(=O)OCc2cc(=O)n3c(C)csc3n2)cc(OCC)c1OCC	0%	45%[activator]
O=C(Cn1c(=O)c(C(F)(F)F)nc2ccccc21)Nc1ccc(Br)cc1F	7%	4%
O=C(NCCc1csc(-c2cccnc2)n1)c1ccccc1	21%	13%
CC(CCc1ccccc1)NC(=O)Cc1cccc2ccccc12 (configuration not stated)	0%	0%
COC(=O)CNC(=O)c1cccc(C(F)(F)F)c1	-4%	-9%
Cc1ccc(C(=O)NCCC2=CCCCC2)cc1C	3%	-2%
COc1cccc(OCc2cc(=O)n3c(-c4ccccc4)csc3n2)c1	11%	8%
CCc1ccc(NC(=O)c2cc(S(=O)(=O)N3CCCCC3)c[nH]2)cc1	-17%	-1%
Cc1ccc(C(=O)CC2(O)C(=O)N(CN3CCOCC3)c3ccccc32)s1 (configuration not stated)	-3%	-12%
COc1ccc2[nH]c(=O)c(CN(C(=O)c3cccc(Cl)c3)c3ccccc3OC)cc2c1	74%[activator]	-13%
O=C(Nc1ccc(Oc2ccccc2)cc1)c1ccc(F)c(S(=O)(=O)N2CCN(c3ccccc3F)CC2)c1	16%	5%
Cc1[nH]c2ccccc2c1C(=O)C(C)OC(=O)c1ccccc1F (configuration not stated)	1%	0%
COc1ccc(C2(c3cccc(Br)c3)CCCCC2)cc1	-9%	-3%
Cc1ccc(C(=O)NCCC2=CCCCC2)c(C)c1	-8%	-8%
O=S(=O)(Nc1nc2ccccc2nc1N1CCCCCC1)c1ccc(Cl)cc1	-8%	u
Cc1cc(C)cc(NC(=O)N2CCN(S(C)(=O)=O)CC2)c1	2%	8%
COc1cccc(/C=C2\Oc3cc(OS(=O)(=O)c4ccccc4)ccc3C2=O)c1	-4%	-6%
COCc1cnc2c(c1SCc1ccccc1)c(=O)n(C)c(=O)n2C	-14%	-13%
COc1ccc(/C=C2\Oc3cc(OS(C)(=O)=O)ccc3C2=O)c(OC)c1OC	-3%	0%
CCC(C)NC(=O)CCSc1nc(-c2ccc3c(c2)OCO3)cc(C(F)(F)F)n1 (configuration not stated)	-2%	5%
CCNCc1ccc(O)c(OCC)c1	-1%	0%
COc1cc(OC)c(NC(=O)Nc2c(C)n(C)n(-c3ccccc3)c2=O)cc1Cl	u	-6%
COc1ccc(/C=C/C(=O)Nc2sc(C)c(C)c2C(=O)O)cc1	u	-17%
CCCCN(CCCC)CCNC(=O)c1cn(C)c2ccc(S(=O)(=O)N3CCCC3)cc2c1=O	-9%[57.5 µM]	5%[57.5 µM]
Cc1csc(SCC(=O)c2ccc(O)cc2O)n1	2%	1%
N#C/C(=C/c1cccc(C#N)c1)c1nc2ccccc2[nH]1	3%	9%
C=CCNC(=O)NCc1cccc(C(N)=O)c1	-2%	1%
O=C(Cn1ncc2c3ccccc3n(Cc3cccc(Cl)c3)c2c1=O)Nc1ccc(F)cc1F	-1%	-10%
CCCCn1c(=O)c2oc3ccccc3c2n(CC(=O)Nc2cccc(Cl)c2C)c1=O	-6%	10%
Cc1nccc(CNC(=O)c2ccc3ncsc3c2)n1	1%	0%
COc1ccc(Cl)cc1CN(C)C(=O)c1cc(OC)c(C)c(OC)c1	-25%	-15%
Cc1cccc(Cn2c(SCc3ccc(C(=O)NCc4ccccc4)cc3)nc3cccnc32)c1	-3%	-15%
Cc1oc(C)c2c(=O)cc(-c3ccc4c(c3)OCO4)cc(OC(=O)c3cccc(Cl)c3)c12	134%[activator]	2%
Cc1ccc(C(=O)/C=C/C=C/c2cccs2)cc1	-1%	11%
CC1CCCCC1NC(=S)NCC(C)(C)N1CCOCC1 (configuration not stated)	-2%	0%
O=C(CCN1CCN(C(c2ccccc2)c2ccccc2)CC1)NNC(=O)Cc1ccc(Cl)cc1	1%	11%
CCc1ccc(-n2c(=O)c3ccccc3n(CC(=O)NCCc3ccc(OC)c(OC)c3)c2=O)cc1	18%	3%
Cc1nc(/N=C(\N)NC(=O)Cc2ccccc2)nc2ccccc12	-1%	-8%
CC[C@H](C)NC(=O)c1ccc2nc(-c3ccc(C)cc3)cc(OC)c2c1	2%	-8%
Cc1nn(CC(=O)NCc2ccco2)c(=O)c2nn(-c3ccccc3)c(C)c12	16%	-14%
CCOc1ccc(Nc2oc(-c3ccccc3)nc2C#N)cc1	-2%	8%
COC(=O)c1ccc2nc(C)cc(Nc3ccc(C)c(C)c3)c2c1	-9%	2%
Next results
SMILES	AID inh	UDG counterscr
CCOc1ccc(CNC(=O)c2ccc3c(c2)sc2nc(-c4ccccc4)cn23)cc1	4%	-8%[57.5 µM]
CC1=C(c2ccc(Cl)cc2)S(=O)(=O)N=C1N1CCC(C(=O)NCc2ccccc2F)CC1	-11%	12%
CCc1ccc(-c2cc(C)no2)cc1S(=O)(=O)N1CCN(c2cccc(Cl)c2)CC1	-11%	23%
CCN(c1ccccc1)c1nnc(NC(=O)Nc2ccc(C)cc2)s1	-8%	-15%
CC(C)C(=O)Nc1nnc(S(=O)(=O)N2CCc3ccccc32)s1	5%	1%
COc1ccccc1-c1c(C)nn2c(N3CCN(c4ccc(Cl)cc4)CC3)cc(C)nc12	-15%	-8%
Cc1cc(C)c2nc(-c3cccnc3)cc(C(=O)O)c2c1	4%&0%	0%&6%
Cc1ccsc1C(=O)c1ccccc1	2%	3%
CC(C)CN(CC(C)C)C(=O)CC(c1ccccc1)c1ccccc1	-16%	-3%
COc1cccc(CNC(=O)CCc2c(C)nc3c(c(C)nn3-c3ccc(C)c(C)c3)c2C)c1	u	-8%
CS(=O)(=O)c1ccc2nc(NC(=O)CS(=O)(=O)c3ccc(Cl)cc3)sc2c1	-4%	27%
O=C(CSc1nc2c(oc3ccccc32)c(=O)n1-c1ccccc1)Nc1ccc(F)c(Cl)c1	-22%	-12%
Cc1ccc(Cl)cc1NC(=O)c1csnn1	-5%	-6%
NNc1ccc(S(=O)(=O)c2ccc(NN)cc2)cc1	-9%	-17%
COc1ccc(NC(=O)c2cc(-c3ccccc3F)no2)cc1	-9%	7%
CCOC(=O)c1cnn(-c2ncnc3sc4c(c23)CCC4)c1N	8%	2%
COC(=O)COc1cccc(C(=O)Nc2ccc(-c3nc4ccccc4o3)cc2)c1	2%	1%
CCOc1ccc(S(=O)(=O)N(C)CC(=O)N2CCOCC2)cc1C	-6%	19%
O=C(CSc1ncccn1)c1ccc2c(c1)OCCO2	-8%	-1%
Cc1cc(-c2nnn(CC(=O)NC(N)=O)n2)ccc1F	3%	-1%
N#CCCN(C(=O)CSc1nnnn1-c1ccc(O)cc1)c1ccccc1	-8%	14%
CCCc1noc(CSc2nc(-c3ccco3)nc3ccccc23)n1	-10%	-4%
COc1ccc(-c2cn3c(n2)sc2cc(C(=O)NCc4ccccc4OC)ccc23)cc1	8%	1%[57.5 µM]
O=C1CCc2cc(S(=O)(=O)NCc3ccccc3Cl)cc3c2N1CC3	12%	13%
CCN(CC)c1ccc2cc(-c3nc(-c4ccc(Cl)cc4Cl)cs3)c(=O)oc2c1	219%[activator]	15%
CCc1ccc(C2c3c(-c4ccccc4)n[nH]c3C(=O)N2c2ccc(C(=O)O)cc2)cc1 (configuration not stated)	u	-9%
COc1ccc(OC)c(NC(=O)c2c(NCc3cccs3)sc3c2CCCC3)c1	11%	-10%
CCCCN(Cc1ccccc1)c1ccc(NS(=O)(=O)c2ccc(C(C)=O)cc2)cc1C(=O)O	-6%	-9%
CCCC(C)C(=O)NCc1cccs1 (configuration not stated)	2%	6%
Brc1cccc(-c2nc(-c3ccccn3)no2)c1	-5%	-5%
COc1ccc(C(=O)Nc2ccc(-c3nc4ccccc4s3)c(Cl)c2)cc1Cl	-16%	-12%
COc1ccccc1NC(=O)c1ccc2c(=O)n(-c3ccccc3F)cnc2c1	3%	5%
CCOC(=O)c1cccc(NC(=O)Cc2ccc(NC(=O)N3CCCCc4ccccc43)cc2)c1	25%	8%
COc1cccc(CNC(=O)c2cc(C)nc3c2c(C)nn3-c2ccc(C)cc2)c1	-14%	0%
CCc1cccc(C)c1NC(=O)c1ccc2c(c1)CCN2S(=O)(=O)CC	3%	-16%
CCOc1ccc(CCNC(=O)c2cc3cccc4c3n2CCS4)cc1	-10%	-6%
Cc1ccc(C(=O)NCCC(=O)N2CCCC2)cc1C	1%	-4%
Cc1ccc(NC(NC(=O)c2ccccc2)C(Cl)Cl)cc1 (configuration not stated)	-3%	-4%

Sorted by length of the SMILES (highest first): some entries from above
SMILES	AID inh	UDG counterscr
COc1cccc(CNC(=O)c2cc(C)nc3c2c(C)nn3-c2ccc(C)cc2)c1	-14%	0%
CCc1cccc(C)c1NC(=O)c1ccc2c(c1)CCN2S(=O)(=O)CC	3%	-16%
CCOc1ccc(CCNC(=O)c2cc3cccc4c3n2CCS4)cc1	-10%	-6%
Cc1ccc(C(=O)NCCC(=O)N2CCCC2)cc1C	1%	-4%

Screening results as filed in PubChem.
